# Screening data from PubChem.
# PTHR1 agonist = qHTS for PTHR1 Agonists: Primary Screen | Parathyroid hormone/parathyroid hormone-related peptide receptor (Homo sapiens), Q03431 | HEK293 GP2 PTHR1 cells, GloSensor cAMP luminescence, 1 h | Potency, µM (doses to about 115 µM), for the others: at the highest dose activation, hits mostly activators | 0.075% of 410,000 active | AID 743266, 2014; further: nearly all actives have a fitted effect of over 55% in size; some results filed as inactive show a strong effect at the top dose; inactives centre near -15; many of its hits are not listed in these tables
#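 HEK-293-derived GP2 cells expressing PTHR1 and a GloSensor cAMP reporter, 3,000/well, plated overnight, given luciferin plus IBMX (each 0.5 mM as added) for 1 h at 37 °C, then compound for 1 h at 37 °C. Luminescence was read after 15 min at room temperature.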
# TDP-43 yeast inh = qHTS of TDP-43 Inhibitors; TDP-43 expressing yeast growth rescue, BacTiter-Glo, 24 h; 1.8% of 410,000 active; Potency, µM (top dose mostly 46.1 µM), without a hit: at the top dose growth rescue (activation), usual class: activators; further: % of control where 0% means no effect; nearly all actives have a fitted effect of over 50% in size
#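 Yeast cells expressing TDP-43 under galactose induction are exposed to compounds for 24 hr at 30 deg C. BacTiter-Glo luminescence measures growth, so protective compounds score as activators.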
# EPAC2 antagonist = qHTS for Antagonist of cAMP-regulated guanine nucleotide exchange factor 2 (EPAC2): primary screen | AID 720708, 2013 | 0.18% of 360,000 active | Potency, µM (series often up to 114 µM), inactives show at the highest dose activity, negative = inhibition, usual class: inhibitors | Rap guanine nucleotide exchange factor 4 (Homo sapiens), Q8WZA2 | EPAC2 GEF exchange of Rap1B-BODIPY-GDP, fluorescence; further: on the % scale 0 is the no-effect control and ±100 the full control effect; nearly all actives have a fitted effect of over 45% in size; many of its hits are not listed in these tables
# FUS yeast rescue = qHTS for Suppressors of FUS Proteinopathy: Primary screen using FUS-linked yeast assay; S. cerevisiae FUS-expressing, growth rescue, OD600, 24 h; Potency, µM (highest dose often 76.6 µM), without a hit: top-dose growth rescue (activation), usual class: activators; 0.24% of 390,000 active; AID 1347120, 2019;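 further: plate controls were DMSO vehicle for no effect and reference control for full effect; nearly all actives have a fitted effect of over 55% in size; some results filed as inactive show a strong effect at the top dose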
#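 Yeast expressing FUS under galactose induction, OD 0.005 in 2% galactose medium; compounds in a dilution series, 24 h at 30C. Growth rescue by absorbance at 600 nm; CP55940 positive control, DMSO negative.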
# EPAC2 agonist = qHTS for Agonist of cAMP-regulated guanine nucleotide exchange factor 4 (EPAC2): primary screen; EPAC2 activation, biochemical qHTS; response scale: 100% = 6.5 mM cAMP response; 0.079% of 360,000 active; AID 720711, 2013; Rap guanine nucleotide exchange factor 4 (Homo sapiens), Q8WZA2; Potency, µM (top dose mostly 154 µM), for the others: at the top dose activation, usual class: activators; further: nearly all actives have a fitted effect of over 50% in size
#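 Exchange assay: 100 nM EPAC2 with 250 nM Rap1B-BODIPY-GDP and 50 uM GDP. Fluorescence (ex 480/em 540 nm) read every 5 min for 30 min at room temperature. Data normalized to 6.5 mM cAMP as agonist control.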
# EPAC1 antagonist = qHTS for Antagonist of cAMP-regulated guanine nucleotide exchange factor 3 (EPAC1): primary screen; AID 720709, 2013; 0.14% of 360,000 active; Potency, µM (series often up to 115 µM), for the others: top-dose activity change, negative = inhibition, usual class: inhibitors; EPAC1 GEF assay, Rap1b-BODIPY-GDP exchange fluorescence;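 further: plate controls were vehicle for no effect and positive control for full effect; nearly all actives have a fitted effect of over 50% in size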
# Target sequence (O95398 whole entry, looked up): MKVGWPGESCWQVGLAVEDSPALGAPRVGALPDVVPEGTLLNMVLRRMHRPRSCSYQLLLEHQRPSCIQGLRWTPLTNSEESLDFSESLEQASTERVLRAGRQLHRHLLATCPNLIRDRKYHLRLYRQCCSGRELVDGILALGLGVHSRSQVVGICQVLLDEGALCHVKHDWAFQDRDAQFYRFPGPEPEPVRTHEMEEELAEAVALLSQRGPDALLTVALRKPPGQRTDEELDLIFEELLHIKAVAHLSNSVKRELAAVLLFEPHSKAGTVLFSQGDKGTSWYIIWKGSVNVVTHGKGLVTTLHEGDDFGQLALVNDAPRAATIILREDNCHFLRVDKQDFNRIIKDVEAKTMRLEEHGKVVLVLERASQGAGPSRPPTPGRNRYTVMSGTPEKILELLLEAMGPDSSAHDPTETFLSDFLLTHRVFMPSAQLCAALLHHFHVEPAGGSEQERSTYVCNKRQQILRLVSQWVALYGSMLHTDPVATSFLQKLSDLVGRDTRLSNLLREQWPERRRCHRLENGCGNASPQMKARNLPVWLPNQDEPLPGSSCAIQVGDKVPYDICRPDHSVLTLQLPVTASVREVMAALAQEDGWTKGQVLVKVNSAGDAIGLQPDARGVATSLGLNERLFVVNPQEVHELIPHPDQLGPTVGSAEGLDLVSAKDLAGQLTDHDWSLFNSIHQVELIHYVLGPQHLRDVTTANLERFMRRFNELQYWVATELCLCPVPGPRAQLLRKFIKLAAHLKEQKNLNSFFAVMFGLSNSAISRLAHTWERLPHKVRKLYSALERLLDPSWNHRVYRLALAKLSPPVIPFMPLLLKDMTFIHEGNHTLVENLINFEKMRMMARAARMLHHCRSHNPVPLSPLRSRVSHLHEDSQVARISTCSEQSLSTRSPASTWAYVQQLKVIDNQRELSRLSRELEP
# EPAC1 agonist = qHTS for Agonist of cAMP-regulated guanine nucleotide exchange factor 3 (EPAC1): primary screen. Rap guanine nucleotide exchange factor 3 (Homo sapiens), O95398. EPAC1 agonist qHTS, biochemical assay; response scale: 100% = response to 6.5 mM cAMP. Potency, µM (titrated, usually from 154 µM), for the others: at the top dose activation, actives largely listed as activators. 0.073% of 360,000 active; further: nearly all actives have a fitted effect of over 60% in size
#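 Multi-concentration qHTS readout: loss of Rap1B-bound BODIPY-GDP fluorescence driven by 100 nM EPAC1 with excess GDP (50 uM), monitored kinetically at room temperature; agonist response expressed relative to 6.5 mM cAMP.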
# aSyn yeast inh = qHTS of alpha-syn Inhibitors | 0.14% of 370,000 active | AID 652106, 2013 | Yeast expressing alpha-synuclein, growth rescue, BacTiter-Glo, 24 h | Potency, µM (series often up to 46.1 µM), without a hit: at the top dose growth rescue (activation), actives largely listed as activators; further: % of control where 0% means no effect; nearly all actives have a fitted effect of over 65% in size
#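 Screening used galactose-induced yeast with toxic alpha-synuclein levels, exposed to compound for 24 hr at 30 deg C. Cell growth, read with BacTiter-Glo luminescence, gave the measured signal.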
# Active calls of the source: *; i = inactive; ? = inconclusive; nt = no result given; & = joins results of further samples; [ ] = another dose, or the depositor's remark. The call rests on the fitted dose curve; in most records, active means well fitted curve in the direction sought with a large enough effect; inconclusive means small, poorly fitted or top-dose-only effect, or another doubt; inactive means no such curve, though single readings can be large; an effect the other way counts as inactive or inconclusive. Potency means the concentration at half of the fitted maximal effect. Only part of the results is shown; count on the stated rates, not on these rows.
SMILES,PTHR1 agonist,TDP-43 yeast inh,EPAC2 antagonist,FUS yeast rescue,EPAC2 agonist,EPAC1 antagonist,EPAC1 agonist,aSyn yeast inh
Cn1c(=O)n(CCCOc2ccc(Cl)cc2)c2ccccc21,-15%,25%,-6%,24%,16%,-13%,16%,21%
CCc1ccc(NC(=O)C2CCN(S(=O)(=O)c3ccc4c(c3)N(C(C)=O)CCO4)CC2)cc1,-45%[inhibitor],11%,-12%,39%,10%,-29%,4%,0%
CN(C)C(=O)CCc1ccc2c3c([nH]c2c1)[C@]1(CCc2ccccc2)[C@@H](C(=O)N2CCCCC2)C[C@H](CC(=O)NCc2ccco2)C(=O)N1CC3,i,24%,0%,29%,4%,-4%,0%,0%
CCCOc1cccc(NC(=O)OC2CCN(C)CC2)c1,i,11%,6%,nt,1%,2%,-9%,0%
Cc1nc2ccccn2c1C(=O)N/N=C/c1ccc(CNC(=O)C(=O)Nc2ccccc2)o1,-11%,19%,3%,nt,28%,0%,1%,-7%
CC(C)[C@H](NC(=O)c1cccc(CN(Cc2ccccc2)C(=O)/C=C/c2ccccc2)c1)C(=O)O,i,1%,1%,?,3%,-11%,-3%,-18%
Cc1ccc(NC(=O)c2sc3nc(C)cc(C)c3c2N)cc1,-33%[inhibitor],13%,9%,18%,0%,2%,1%,0%
COc1ccc2[nH]c(=O)c(CN(CCO)C(=O)c3cccs3)cc2c1,i,-3%,13%,32%,0%,10%,5%,-6%
CNc1ccn(C2CCCO2)c(=O)n1 (centres undefined),-12%,5%,0%,-29%,5%,-11%,9%,-3%
O=CN1CCc2scc[n+]2-c2ccccc21,i,22%,9%,22%,-4%,9%,-5%,1%
c1ccc(CSc2nccc(-c3ccco3)n2)cc1,i,?,-26%,6%,14%,-2%,0%,-8%
Cc1cccc(S(=O)(=O)Nc2cc(Cl)ccc2N2CCOCC2)c1,-14%,-15%,-12%,19%,17%,3%,-1%,-11%
Cc1nc2ccc(NC(=S)NCCCO)cc2nc1C,0%,-5%,-18%,44%,-2%,20%,-1%,0%
Nc1nc(C23CC4CC(CC(C4)C2)C3)cs1,i,2%,1%,11%,11%,4%,10%,0%
CC(C)(C)c1ccc(C(=O)NCCN2CCOCC2)cc1,i,6%,1%,-3%,9%,-5%,-6%,-2%
O=C(NCc1ccc(F)cc1)C1Cc2ccccc2CN1C(=O)c1ccco1 (centres undefined),i,0%,-1%,0%,1%,-9%,-5%,7%
Cc1nnc(NC(=O)C2CCN(C(=O)c3ccco3)CC2)s1,i,-4%,2%,22%,8%,-14%,10%,-5%
O=C(NCC(c1ccco1)N1CCOCC1)c1ccc(F)cc1 (centres undefined),i,-13%,6%,19%,8%,-6%,7%,0%
CCOc1ccc(CNC(=O)CCS(=O)(=O)Cc2cccc(Cl)c2)cc1OC,-3%,-14%,-7%,1%,-6%,3%,0%,-6%
CCN1CCN(C(=O)C(=O)c2cn(CC(=O)N3CCCCCC3)c3ccccc23)CC1,i,5%,-11%,20%,-7%,-3%,6%,-1%
Cc1cccc(CCN2C(N(C)C)=NC[C@@H]2Cc2ccccc2)c1,-7%,-3%,4%,-9%,5%,23%,-19%,1%
CC(C)CCC(C)N=Cc1c(O)n(Cc2ccccc2)c(=O)c2ccccc12 (centres undefined),-1%,4%,-5%,3%,14%,-16%,19%,16%
O=C1CC(SC(=S)C2CCCC2=O)C(=O)N1 (centres undefined),2%,12%,11%,16%,5%,-9%,5%,17%
C/C(=N/NC(=O)CN1CCN(Cc2ccccc2Cl)CC1)c1ccncc1,i,-13%,8%,16%,1%,5%,-6%,2%
C=CCN(Cc1ccc(OC)c(OC)c1)C(=O)N1CCOCC1,i,-4%,2%,6%,6%,5%,10%,3%
CN(C)CCN1CCN(C2CN(Cc3cn(Cc4ccc(Cl)cc4)nn3)S(=O)(=O)C2)CC1 (centres undefined),i,25%,8%,-6%,4%,4%,-19%,-4%
COc1ccc(CNC(=O)C2CCN(S(=O)(=O)c3ccc4c(c3)NC(=O)C(C)S4)CC2)cc1 (centres undefined),-7%,-6%,-8%,?,6%,1%,10%,-3%
Cc1ccc(S(=O)(=O)/N=C(/NNC(=O)c2cccc(Cl)c2)c2ccccc2)cc1,-16%,-10%,0%,-21%,12%,-14%,-1%,-4%
CCOc1cc2c(cc1/C=C(/C#N)c1ccc(C(=O)O)cc1)OCO2,i,-7%,-19%,20%,3%,-22%,5%,3%
NC(=O)c1nsc(C(=O)N(CC(=O)NC2CCCC2)Cc2ccc3c(c2)OCO3)c1N,1%,-12%,0%,7%,3%,-1%,-7%,-3%&-7%
O=C1Nc2ccc(S(=O)(=O)NCc3ccccn3)c3cccc1c23,12%,-20%,-6%,15%,10%,-14%,-7%,-7%
Cc1ccc(C)c(CSc2nc3[nH]ncc3c(=O)[nH]2)c1,-17%,-10%[9.22 µM],5%,-6%,-1%,-8%,-1%,0%
O=C(COC(=O)c1ccccc1Nc1ccccc1)Nc1ccccc1,i,3%,-2%,nt,12%,-11%,9%,2%
O=C(N/N=C/c1cnc2ccccc2n1)c1cccc(F)c1,-6%,-12%,18%,nt,-6%,-8%,-13%,0%
NC(=O)Cn1nnc(-c2ccc(CN3CCCCC3)cc2)n1,i,-2%,-5%,-25%,1%,-8%,8%,-3%
COc1ccc(NC(=O)N/C=C/c2ccccc2)cc1,i,-26%,0%,19%,15%,-1%,8%,-4%
O=C(COC(=O)CCC1CCCC1)Nc1ccccc1OC(F)F,-24%,6%,-25%,12%,14%,?,-3%,-6%
CC(C)Nc1ccccc1,-15%,20%,5%,-40%,-2%,-19%,-23%,-3%
Cc1cc(C)c2cc(CNC3CCCC3)c(Cl)nc2c1,15%,-23%,15%,20%,-5%,17%,-6%,1%
CC(C)C[C@H]1CNC(=O)C(=O)N1C[C@@H]1CCCN1C[C@H](Cc1ccccc1)N1C[C@H](Cc2ccccc2)N(CCc2ccccc2)C(=O)C1=O,-41%[inhibitor],7%,?,6%,-4%,10%,3%,-1%
O=[N+]([O-])c1cc(S(=O)(=O)/N=C(/c2ccccc2)N2CCOCC2)ccc1Cl,i,-3%,5%,-16%,8%,0%,-5%,-2%
C(=C\c1ccccc1)/C=N/n1cnnc1,i,16%,0%,7%,-11%,-15%,16%,-1%
CC(=O)NC(Cc1ccc(C(C)C)cc1)C(=O)NC1CCN(C(=O)c2cccc(C)c2)CC1 (centres undefined),-11%,-5%[0.397 µM],0%,40%,6%,2%,5%,0%
COc1cccc(N(CC(=O)NC2CCCC2)C(=O)CCC(=O)Nc2nccs2)c1,-13%,26%,-6%,21%,4%,2%,1%,4%
CCOC(=O)c1c(C)n(C)c2ccc(OC)c([N+](=O)[O-])c12,i,3%,10%[57.1 µM],-6%,5%,5%,8%,-1%
CCC(C)NC(=O)COC(=O)c1ccc(Cl)cc1O (centres undefined),i,-2%,16%,-31%,6%,-10%,-3%,-2%
CN(C(=O)c1ccc(COc2ccccc2Br)o1)c1ccccc1,i,22%,?,34%,19%,-3%,1%,6%
CCOC(=O)[C@]12CCCC=C1N(Cc1ccccc1)C(=O)[C@H](CC(=O)N1CCCCCC1)C2,i,23%,7%,20%,10%,-12%,12%,-5%
Cc1ccc(SCC(=O)N=C2NC(=O)CS2)cc1,i,0%,15%,-19%,8%,-15%,2%,10%
CCOC(=O)COc1cc(Br)c(/C=N/Nc2ccccc2)cc1OC,i,8%,2%,7%,-2%,-17%,0%,-2%
CCn1cc(Br)c(C(=O)Nc2ccc(F)cc2F)n1,27%,14%,5%,4%,2%,13%,-8%,-1%
COC(=O)[C@]1(C)N[C@H](CN(C)C(=O)Nc2ccc(C)cc2)[C@@H]2C(=O)N(Cc3ccccc3)C(=O)[C@@H]21,i,14%,4%,5%,6%,-5%,15%,1%
Cc1ccc(S(=O)(=O)Cn2nnnc2CN(Cc2ccco2)CC2CCCO2)cc1 (centres undefined),-6%[57.5 µM],8%,0%,3%,-4%,15%,2%,-11%
O=C(NC(=O)c1ccccc1O)c1ccc2c(c1)CCO2,-23%,-28%,-4%,-1%,12%,5%,0%,-15%
COc1ccccc1NC(=O)Cc1nnc(SCC(=O)c2ccc(F)cc2)n1C,i,-7%,2%,10%,5%,7%,4%,3%
Cc1ccc(S(=O)(=O)CC(=O)Nc2nc(-c3ccccc3)cs2)cc1,-29%,10µM*,-16%,20%,25%,?,8%,12%
O=C(NCC(c1ccco1)N1CCOCC1)c1ccc(C(F)(F)F)cc1 (centres undefined),i,14%,8%,-15%,7%,5%,-2%,-6%
O=C(CC1C(=O)NCCN1C(=O)c1ccc(Cl)cc1)Nc1ccc(F)cc1 (centres undefined),i,-2%,-16%,nt,5%,5%,3%,4%
COc1cc(C[C@@H](C)[C@@H](C)Cc2ccc(O)c(OC)c2)ccc1O,-95%[inhibitor],?,?,?,-2%,?,-6%,?
CN1CCCN(C(=O)CC(c2ccccc2)c2ccccc2)CC1,i,5%,-3%[57.1 µM],1%,3%,-6%,0%,6%
COc1ccc(Cc2nnc(NC(=O)c3ccc(OC(C)=O)cc3)s2)cc1OC,i,-20%,3%,37%,6%,-18%,0%,2%
CC(C)c1ccc(/C=C/C(=O)NCCCc2ccccc2)cc1,-59%[inhibitor],-19%,-9%,nt,6%,?,-8%,-6%

# Arranged by value in EPAC1 agonist (falling): some entries from above
Compound	PTHR1 agonist	TDP-43 yeast inh	EPAC2 antagonist	FUS yeast rescue	EPAC1 antagonist	EPAC1 agonist
Cc1ccc(S(=O)(=O)Cn2nnnc2CN(Cc2ccco2)CC2CCCO2)cc1 (centres undefined)	-6%[57.5 µM]	8%	0%	3%	15%	2%
COc1ccc(Cc2nnc(NC(=O)c3ccc(OC(C)=O)cc3)s2)cc1OC	i	-20%	3%	37%	-18%	0%
CCn1cc(Br)c(C(=O)Nc2ccc(F)cc2F)n1	27%	14%	5%	4%	13%	-8%
